# SV40 large T antigen = SV40 large T antigen inhibitors, biochemical (AID 1903); SV40 large T antigen ATPase/helicase inhibition assay; higher % means a stronger effect; one-dose inhibition, % at 20 µM; IC50 in µM for titrated hits; 310,000 compounds, 0.39% hits; in the data active means a potency from the dose series; inconclusive means inhibition mostly from about 32% at the one dose, without a potency; inactive means the rest, 99 in 100 with inhibition below about 32%; further: strong numbers were not always called active
# LYP phosphatase = inhibitors of LYP phosphatase, biochemical, fluorescence intensity, uHTS (AID 1779) | recombinant LYP phosphatase, fluorescence intensity; higher % means a stronger effect | one-dose inhibition, % at 11.5 µM; IC50 in µM for titrated hits | 290,000 compounds, 0.054% hits; in the data active means inhibition above about 50%;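 further: plate controls were vehicle with enzyme for no effect and no enzyme for full effect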
# PhoP inhibition = inhibitors of PhoP regulon expression, primary screen, Salmonella Typhimurium, GFP reporter (AID 1863); S. Typhimurium PhoP-regulated promoter GFP reporter, 4 h; higher % means a stronger effect; inhibition, % at 50 µM, or IC50 in µM where a hit was titrated; 300,000 compounds, 0.16% hits;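 active means inhibition over 29.93%, a cutoff 3 SD above the screen mean, later confirmed by dose response; inconclusive means inhibition over 29.93% but no dose response follow-up; inactive means inhibition at most 29.93% or unconfirmed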;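 further: 0% = low Mg2+ inducing control and 100% = high Mg2+ repressing control; strong numbers were not always called active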
# West Nile virus CPE = inhibition of WNV-induced cytopathic effect – cell-based, CPE readout (AID 1621); West Nile virus-infected cells, CPE inhibition; higher % means a stronger effect; CPE inhibition, % at 10 µM; hits with a dose series show IC50 in µM; 290,000 compounds, 0.02% hits; in the data active means a potency from the dose series; inconclusive means CPE inhibition mostly from about 3.7% at the one dose, without a potency; inactive means the rest, 99 in 100 with CPE inhibition below about 2.2%; further: strong numbers were not always called active
# Rac1 GTP hydrolysis = MgcRacGAP GTPase-activating activity inhibitors, confirmation, biochemical, ADP Hunter fluorescence; MgcRacGAP-stimulated Rac1 GTP hydrolysis, ADP Hunter fluorescence; higher % means a stronger effect; GST-tagged Rac1 F28L mutant substrate; one-dose inhibition, % at 30 µM; IC50 in µM for titrated hits; 340,000 compounds, 0.6% hits; AID 624330;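 active means first-screen hits whose inhibition reached a set limit at any dose in the follow-up dose series; inconclusive means inhibition above the set first-screen limit but never retested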;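 further: fluorescence reports GDP produced by GAP-driven GTP hydrolysis; strong numbers were not always called active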
# ER stress rescue = protection against thapsigargin-triggered cell killing – 384-well, CSM14.1, ATP luminescence, primary screen (AID 1222); CSM14.1 thapsigargin-induced death rescue, ATP luminescence; higher % means a stronger effect; cellular ATP content (survival), % at 20 µM; hits with a dose series show EC50 in µM; 190,000 tested, under 10 active;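 active means EC50 below 50 µM in the dose-response confirmation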;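 further: death triggered by thapsigargin at about 15 µM added after 2 h compound pretreatment; cell ATP read after overnight thapsigargin exposure of roughly 18 to 22 hours; normalized against plate controls of thapsigargin alone and 5% DMSO vehicle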
# RSV antiviral HEp-2 = inhibition of RSV-induced cytopathic effect – HEp-2 cells, primary 10 µM value included (AID 2391); HEp-2 cells, RSV-induced CPE inhibition; higher % means a stronger effect; one-dose CPE inhibition, % at 10 µM; IC50 in µM for titrated hits; 310,000 compounds, 0.13% hits; in the data active means a potency from the dose series; inconclusive means CPE inhibition mostly from about 23% at the one dose, without a potency; inactive means the rest, 99 in 100 with CPE inhibition below about 21%; further: strong numbers were not always called active
# NS5 inhibitors = Dengue-2 NS5 methyltransferase inhibitors, primary screen, biochemical, confirmation dose response (AID 588689). Dengue-2 NS5 methyltransferase capping enzyme assay, biochemical; higher % means a stronger effect. one-dose inhibition, % at 25 µM; IC50 in µM for titrated hits. 340,000 compounds, 0.3% hits; in the data active means a potency from the dose series; inconclusive means inhibition above about 29% without an active follow-up result
# GPR35 antagonists = GPR35 antagonists blocking zaprinast-driven arrestin recruitment, primary screen, imaging, U2OS, beta-arrestin-GFP, zaprinast agonist (AID 2058); U2OS GPR35 beta-arrestin-GFP translocation imaging, zaprinast antagonism; higher % means a stronger effect; one-dose inhibition, % at 10 µM; IC50 in µM for titrated hits; 290,000 compounds, 0.052% hits;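 active means inhibition of at least 50% with at least 30 cells and total cytoplasm GFP at most 10,000,000; inconclusive means under 30 cells or total GFP of 10,000,000 plus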
# NS5 inhibitors pilot replicate = recorded beside NS5 inhibitors, whose call it bears; inhibition, %; measured here: pilot screen replicate inhibition
# Starred values were filed as active, the others as inactive; ? = inconclusive; / = no result given.
SMILES,SV40 large T antigen,LYP phosphatase,PhoP inhibition,West Nile virus CPE,Rac1 GTP hydrolysis,ER stress rescue,RSV antiviral HEp-2,NS5 inhibitors,GPR35 antagonists,others
FC(F)(F)c1cccc(-c2cc(C3CCNCC3)[nH]n2)c1,19%,-6%,-6%,-0.3%,/,/,-0.6%,-1%,-3%,
CC1CC(C)CN(S(=O)(=O)c2ccc(C(=O)N(c3ccccn3)C3CCCCC3)cc2)C1 (centres undefined),6%,7%,-8%,-1.3%,5%,-0.8%,3.6%,-2%,-1%,
CC(=O)Nc1sc(N/N=C/c2ccc(C)cc2)nc1-c1ccc(C)cc1,5%,0%,-14%,-0.2%,8%,/,2.3%,8%,-3%,
CCC(C)NC(=O)CCSc1ccc(C)cc1 (centres undefined),16%,-5%,16%,-0.4%,9%,-1.0%,0.7%,-5%,1%,
COc1ccccc1OCC(=O)N1CCC2(CC1)CC(=O)c1ccccc1O2,6%,/,-10%,/,6%,/,0.6%,-1%,/,
Cc1nn(Cc2ccccc2)c2c1C(c1ccc(Cl)cc1)C(C#N)=C(N)O2 (centres undefined),24%,-4%,3%,-0.1%,12%,-2.8%,-0.9%,3%,-18%,
FC(F)(F)c1cc(Sc2ccccc2)nc(-c2ccccn2)n1,-2%,-2%,13%,-0.6%,4%,-0.7%,0.2%,-2%,14%,NS5 inhibitors pilot replicate=-2.0
Cc1nc2cc(-c3ccccc3)sc2c(=O)n1N,7%,-1%,-7%,-0.6%,5%,-5.1%,-3.5%,-12%,0%,
CCOC(=O)NC1=NCC(C)S1 (centres undefined),12%,-6%,-8%,-0.1%,-1%,/,1.3%,-9%,5%,
CN(C)CCCOc1cccc(Oc2ccccc2)c1,6%,-6%,8%,-0.5%,20%,-1.3%,-0.3%,-1%,18%,
Cc1ccccc1OC(=O)c1cccnc1,15%,-9%,1%,0.2%,3%,/,6.5%,-3%,-6%,
CCC(Oc1ccccc1)C(=O)NCCOC (centres undefined),-14%,-1%,26%,0.0%,6%,-2.1%,0.2%,-4%,11%,
CCCCN(C(=O)NC(=O)C1=C(N2CCOCC2)/C(=C/c2ccccc2)CC1)S(C)(=O)=O,10%,-6%,6%,/,0%,-0.5%,2.2%,-6%,-3%,
COc1ccccc1CN1CCN(Cc2cc(OC)c(OC)cc2OC)CC1,-3%,-8%,5%,-0.8%,73µM*,/,0.0%,-5%,10%,
COCCCN=C1NN=C(c2cc(C)n(-c3ccccc3)c2C)CS1,10%,2%,4%,-0.5%,15%,-3.3%,1.3%,-2%,2%,
COc1ccc(NC(=O)CCNS(=O)(=O)c2ccccc2F)cc1S(N)(=O)=O,5%,-4%,-1%,-0.2%,-3%,/,0.1%,-2%,-8%,
CCOc1ccc(CCNC(=O)C(CCC(N)=O)NC(=O)OCc2ccccc2)cc1OCC (centres undefined),5%,-2%,7%,0.2%,2%,0.7%,1.4%,-4%,-6%,
CC(C)Oc1ccc(C(CCN)C2CCCCC2)cc1 (centres undefined),9%,-10%,12%,-2.4%,29%,/,11%,-10%,-4%,
N#Cc1c(NC(=O)c2ccccc2)sc2c1CCC2,7%,-8%,-2%,-0.2%,9%,-1.7%,1.0%,-2%,6%,
Cc1cc(N2CCN(c3ccc(F)cc3)CC2)n2ncnc2n1,21%,-5%,-6%,-0.5%,3%,/,/,-1%,-6%,
O=C(c1ccccc1O)N1CCOCC1,7%,-3%,-2%,1.3%,10%,/,-0.1%,-11%,-2%,
COc1ccc(NC(=O)Nc2c(C)noc2-c2ccccc2)cc1,1%,-6%,-5%,0.0%,-3%,/,0.1%,-6%,-10%,
CCCN(CCC)CCCNC(=O)c1ccc(CS(=O)(=O)c2c(Cl)cccc2Cl)o1,13%,-3%,8%,0.7%,1%,/,0.2%,-1%,-1%,
Cc1ccc(-c2ccc(/C=N/NC(=O)CN3CCOCC3)o2)cc1[N+](=O)[O-],6%,0%,-7%,0.3%,8%,-1.2%,3.1%,6%,-4%,
O=C(NNc1cccc(Cl)n1)C1CC1,19%,-2%,-2%,0.3%,7%,-1.0%,-0.6%,-13%,12%,

# (listing goes on)
SMILES,SV40 large T antigen,LYP phosphatase,PhoP inhibition,West Nile virus CPE,Rac1 GTP hydrolysis,ER stress rescue,RSV antiviral HEp-2,NS5 inhibitors,GPR35 antagonists,others
COc1cccc(C(=O)NCc2cccnc2)c1,1%,2%,-14%,0.2%,2%,0.5%,-0.6%,-2%,2%,
CCCCCc1c(C)c(C#N)c2nc3ccccc3n2c1-n1ccnc1C,18%,-4%,-10%,-0.2%,-7%,-0.4%,1.9%,-4%,2%,
O=C(NCCN1C(=O)S/C(=C\c2cccs2)C1=O)[C@H](Cc1ccccc1)N1C(=O)c2ccccc2C1=O,5%,-4%,-7%,0.0%,/,-2.1%,1.1%,/,-6%,
C[C@H](NC(=O)C1CC(=O)N(c2ccc3c(c2)OCCO3)C1)C(=O)NCc1ccco1 (some centres undefined),8%,-10%,-5%,-0.1%,2%,/,1.8%,0%,-8%,
Cc1ccc(CCCNC(=O)C2CCC(=O)N(Cc3cccc(F)c3)C2)cc1 (centres undefined),2%,-8%,1%,-0.6%,2%,/,0.3%,29%,10%,
CN(C)CCCN(C(=O)c1ccc(S(=O)(=O)N2CCCCCC2)cc1)c1nc2c(F)cccc2s1,13%,1%,-1%,0.7%,7%,/,2.7%,-3%,14%,
Cc1cc2cc(CNC(=O)CC(C)C)ccc2n1C,5%,-14%,-1%,-0.4%,10%,-1.2%,4.4%,22%,-22%,NS5 inhibitors pilot replicate=9.4
Cc1cc(OCC(=O)Nc2ccc(CN3CCOCC3)cc2)c2c(C)cc(=O)oc2c1,3%,-6%,-11%,-0.1%,10%,/,-0.1%,-1%,-14%,
O=C1CC(c2ccccc2)CC(O)=C1C=NC1CCCCC1 (centres undefined),0%,2%,-3%,0.1%,-5%,-1.5%,2.2%,1%,22%,
CCCc1cc(CNC(=O)C2CCC(=O)N(CCc3cccc(F)c3)C2)on1 (centres undefined),12%,-10%,0%,-0.9%,9%,/,-0.9%,-8%,-14%,
COc1cc(OC)cc(C(=O)n2cnnc2N)c1,10%,-6%,1%,-0.6%,2%,-0.8%,-0.4%,-8%,0%,
O=C(CN1C(=O)NC2(CCCC2)C1=O)Nc1cc(S(=O)(=O)N2CCOCC2)ccc1OCC(F)(F)F,0%,-4%,-5%,-0.1%,8%,/,1.7%,2%,3%,
COc1cccc(C(=O)n2cnnc2N)c1OC,-6%,3%,6%,0.2%,1%,-2.2%,1.4%,-1%,-13%,
Cc1ccc(C)c(CSc2ccc3nnc(-c4ccccn4)n3n2)c1,8%,2%,-5%,-1.4%,12%,0.1%,?,-2%,2%,
Cc1ccc(S(=O)(=O)NCCC(=O)NC2CCN(Cc3ccccc3)CC2)cc1,4%,/,6%,/,5%,/,-1.0%,-3%,/,
Cc1cccc(NC(=O)CNC(=O)COc2ccc(-c3ccc(C#N)cc3)cc2)c1C,15%,-17%,2%,-1.2%,14%,-7.6%,11%,-6%,-5%,
Cc1ccc(S(=O)(=O)N2CCOC2CNC(=O)C(=O)NCc2ccc3c(c2)OCO3)cc1 (centres undefined),14%,-2%,0%,0.1%,6%,/,4.3%,-4%,0%,
Cc1nnc(NC(=O)CSc2nc3[nH]ncc3c(=O)[nH]2)s1,6%,-4%,6%,0.3%,9%,2.1%,1.1%,-5%,4%,
O=C(Nc1cccc(-n2cccn2)c1)C1CCCN(Cc2ccc(C#CCCO)cc2)C1 (centres undefined),5%,-10%,-6%,-0.1%,5%,/,2.7%,1%,5%,
COC(=O)C1CCN(c2cc(=O)n(-c3ccccc3Cl)c(=O)[nH]2)CC1,7%,4%,-10%,0.3%,8%,-2.4%,-0.2%,-5%,0%,
CC(=O)N1c2ccc(S(=O)(=O)NCC3CCC(C(=O)NC4CCCCC4C)CC3)cc2CC1C (centres undefined),14%,-12%,-9%,-0.2%,13%,/,6.7%,-6%,-5%,
Cc1nc2c(c(=O)n1CCC1=CCCCC1)c1nc3ccccc3nc1n2/N=C/c1ccccc1,7%,-4%,3%,0.5%,9%,-0.3%,9.0%,-8%,-10%,
COc1ccc(CCN2C(=O)CN=C2Nc2ccc(F)cc2)cc1OC,21%,-3%,2%,0.1%,6%,0.4%,-1.0%,/,2%,
CCc1ccc(S(=O)(=O)Nc2c(C)nn(C)c2C)cc1,22%,-7%,-8%,-1.1%,4%,2.6%,0.9%,-2%,-6%,
Cc1cccc(Cn2c(C)nc3ccc([N+](=O)[O-])cc3c2=O)c1,6%,-3%,3%,-1.6%,10%,/,?,-5%,-7%,

# Next part.
SMILES,SV40 large T antigen,LYP phosphatase,PhoP inhibition,West Nile virus CPE,Rac1 GTP hydrolysis,ER stress rescue,RSV antiviral HEp-2,NS5 inhibitors,GPR35 antagonists,others
COc1ccc(C)cc1NC(=O)COC(C)=O,5%,-11%,8%,0.6%,6%,2.4%,1.4%,3%,-8%,NS5 inhibitors pilot replicate=-3.0
COc1ccc(C(NC(=O)/C=C/c2ccco2)c2ccc(OC)cc2)cc1,2%,13%,11%,-0.3%,9%,1.5%,2.4%,1%,6%,
COc1ccc(OCC(O)Cn2c(=N)n(CCN3CCOCC3)c3ccccc32)cc1 (centres undefined),4%,-10%,-8%,0.2%,4%,-0.6%,-0.9%,7%,-11%,
CC(=O)N1CCN(S(=O)(=O)c2ccccc2)C1c1ccccc1 (centres undefined),1%,-8%,3%,0.1%,-1%,-1.0%,0.1%,2%,9%,
CC(=O)c1ccc(O)c(CSc2nncn2C)c1,4%,-10%,1%,-0.1%,9%,0.6%,7.7%,2%,-15%,
Fc1ccc(/C=N/NC(=S)Nc2ccc(Cl)cc2)cc1F,13%,-6%,-12%,-0.9%,9%,-0.7%,3.8%,-2%,-5%,
CCOc1ccccc1CN1CCN(Cc2ccc3cccc(OC)c3n2)CC1CCO (centres undefined),3%,-6%,5%,-0.5%,4%,/,-0.7%,-3%,10%,
COC(C/C=C\[C@H](O)COCc1ccccc1)OC,4%,/,/,0.1%,10%,/,0.8%,-3%,/,
O=C(NCC(=O)N(Cc1ccco1)C(C(=O)NC1CCCCC1)c1cccnc1)c1cccs1 (centres undefined),3%,-4%,0%,-0.9%,3%,3.0%,-1.1%,-3%,10%,
CC(C)c1ccc(/C=N/NC(=O)c2cccc(S(=O)(=O)N3CCOCC3)c2)cc1,-1%,-8%,-3%,-0.2%,4%,-0.5%,-1.6%,0%,0%,
